# AI-2 QS modul: modulators of Vibrio harveyi AI-2 quorum sensing system. Vibrio harveyi JMH597 AI-2 luminescence/OD600 ratio, 9 h; active compounds read low; strain lacks LuxN and CqsS sensors; 0 = neutral-control median. activity change, % at 7.5 µM. 300,000 tested, 0.4% active; in the data active = activity change below about -75%, passing the limit was not always enough; inconclusive = no clear call, values can overlap the other calls;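 also: luminescence divided by OD600 gain over 9 h not by final OD600 alone; inactives centre near 13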
# HSP90 refold inh: HSP90 refolding inhibition in rabbit reticulocyte lysate; luciferase refolding luminescence, 3 h; inhibition, % at 5.6 µM; 290,000 tested, 0.91% active; AID 1789;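 active = inhibition above the screen-wide mean plus 3 SD, computed separately per campaign, cut at about 16% in these data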;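 also: 0% = DMSO wells and 100% = 60 µM geldanamycin wells; inhibitors lower the luminescence because luciferase stays unfolded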
# GSK3B inh: human GSK3beta kinase inhibition; P49841; GST-GSK3beta kinase, ADP-Glo luminescence, 60 min; active compounds read low; activity score (negative = inhibition), % at 10 µM; 300,000 tested, 0.038% active; AID 2097;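 active = more than half of replicate wells score below -50%, meaning over 50% inhibition versus plate controls; inconclusive = some replicates but at most half score below -50%; inactive = no replicate scores below -50%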;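 also: 0% = median DMSO wells and -100% = median GW8510 positive control wells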
#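 Test system: GST-tagged human GSK3beta kinase, cell-free; evaluation: activity score scaled between in-plate DMSO and GW8510 controls; measured by: ADP-Glo luminescence; incubation: 60 min reaction, RT; benchmarks: DMSO and 20 µM GW8510; reagent: peptide substrate plus 25 µM ATP (final); medium: Tris/MgCl2 kinase buffer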
# PolyA inh: yeast polyadenylation inhibition; AID 1875; S. cerevisiae SKY197-pL101 polyadenylation reporter, beta-gal luminescence; efflux-impaired pdr1/pdr3 knockout yeast; score 100 = 6 SD above DMSO; calls only at 12 µM; 300,000 tested, 0.02% active;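 active = lowest replicate activity score at least 50, where 100 means six control SD above control mean; inconclusive = lowest score under 50 but half or more replicates reach 50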;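 also: yeast exposed to compound for 9 h at 30 °C; higher score means more reporter readthrough which indicates perturbed polyadenylation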
# GSK3 alpha inh: inhibitors of human GSK-3 alpha kinase. 320,000 tested, 0.1% active. P49840. inhibition, % at 10 µM. ADP-Glo luminescence, 60 min. AID 2650;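 in the data active = inhibition above about 50%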;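 also: GST-tagged GSK-3 alpha with peptide substrate and 25 µM ATP; 0% = DMSO neutral wells and 100% = GW8510 positive control wells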
# Target sequence (P49840 whole entry, looked up): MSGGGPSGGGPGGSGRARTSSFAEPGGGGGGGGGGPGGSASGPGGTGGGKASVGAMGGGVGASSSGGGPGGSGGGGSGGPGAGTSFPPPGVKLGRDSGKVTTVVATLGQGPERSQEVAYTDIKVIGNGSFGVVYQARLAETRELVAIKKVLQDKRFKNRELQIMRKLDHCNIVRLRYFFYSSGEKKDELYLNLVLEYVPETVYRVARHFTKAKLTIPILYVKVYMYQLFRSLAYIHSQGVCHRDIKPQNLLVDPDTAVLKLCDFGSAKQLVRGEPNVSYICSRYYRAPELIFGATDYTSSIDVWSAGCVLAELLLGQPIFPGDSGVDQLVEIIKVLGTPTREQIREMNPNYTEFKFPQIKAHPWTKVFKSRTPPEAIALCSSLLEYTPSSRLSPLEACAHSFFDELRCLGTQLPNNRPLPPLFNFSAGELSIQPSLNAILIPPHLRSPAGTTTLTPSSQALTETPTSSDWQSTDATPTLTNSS
# HDAC3 inhib: blocks human histone deacetylase 3; recombinant HDAC3, fluorogenic peptide/trypsin coupled, fluorescence; inhibition, % at 8.3 µM; 320,000 tested, 0.15% active; in the data active = inhibition above about 26%, passing the limit was not always enough; inconclusive = no clear call, values can overlap the other calls
# Target sequence (O15379 whole entry, looked up): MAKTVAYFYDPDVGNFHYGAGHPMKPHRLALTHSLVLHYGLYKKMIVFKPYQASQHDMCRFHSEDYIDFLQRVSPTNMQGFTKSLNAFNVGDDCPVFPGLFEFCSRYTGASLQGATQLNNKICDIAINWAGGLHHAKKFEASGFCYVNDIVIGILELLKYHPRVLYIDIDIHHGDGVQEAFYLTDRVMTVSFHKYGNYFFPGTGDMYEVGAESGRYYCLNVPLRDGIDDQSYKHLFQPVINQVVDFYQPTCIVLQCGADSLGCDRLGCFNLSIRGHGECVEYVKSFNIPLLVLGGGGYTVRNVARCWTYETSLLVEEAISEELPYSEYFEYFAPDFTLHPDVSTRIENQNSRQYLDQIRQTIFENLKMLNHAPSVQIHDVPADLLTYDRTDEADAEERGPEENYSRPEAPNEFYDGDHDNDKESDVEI
# Dyrk1A ADPGlo: blocks rat Dyrk1A kinase activity | inhibition, % at 12.5 µM | Q63470 | ADP-Glo luminescence, NFATc1 peptide | 310,000 tested, 0.43% active; in the data active = inhibition above about 50%;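 also: plate controls were vehicle with enzyme for no effect and no enzyme for full effect; many of its hits are not listed in these tables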
# HSF1 inhib: HSF1 inhibition | NIH3T3-HGL HSE-luciferase, MG132-induced, luminescence 8 h; active compounds read low | activity change, negative = inhibition, % at 7.5 µM (by protocol) | 300,000 tested, 0.77% active | AID 2098;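 active = more than half of replicate wells show activity change below -50%, luminescence cut by over half; inconclusive = some wells, but at most half, below -50%; inactive = no replicate well below -50%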;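 also: luciferase reports HSF-1 transcriptional activity via heat shock element; 0% = median of DMSO wells and -100% = zero luminescence signal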
# HSF1 activator: increases HSF-1 driven luciferase reporter signal; NIH3T3-HGL HSF-1 luciferase reporter, MG132, 8 h; 100% = twice DMSO control signal; activation, % at 9 µM; 300,000 tested, 1.7% active;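 active = mean replicate activation of at least 50% with a set share of replicates each reaching 50%; inconclusive = only one of those two conditions met; inactive = mean below 50% and too few replicates reaching it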;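 also: 0% = median of the neutral control wells and 100% = twice that signal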
# Platelet DG rel: modulates dense granule release in human platelets; human platelet-rich plasma, SFLLRN dense granule ATP release, luminescence; inhibition, %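 (compounds screened at 7.5 µM in platelet-rich plasma)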; 300,000 tested, 0.22% active; AID 1663;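 active = mean replicate score, as percent of positive control, at or above 50; inconclusive = mean below 50 but at least one replicate at or above 50; inactive = mean and every replicate below 50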
# Starred values were filed as active, the others as inactive; i = inactive; u = inconclusive; x = no result given. These rows are one share of the data; count on the stated rates, not on these rows.
AI-2 QS modul,HSP90 refold inh,GSK3B inh,PolyA inh,GSK3 alpha inh,HDAC3 inhib,Dyrk1A ADPGlo,HSF1 inhib,HSF1 activator,Platelet DG rel,structure
3,-4,-2,i,-1,-9,3,6,38,9,COC(=O)/C=C/C(=O)N1CCN(c2ccccc2)CC1
25,-3,0,i,x,x,-6,-4,-3,-9,CNC(=S)N1CCN(C(=O)c2ccco2)CC1
-3,2,-3,x,-1,7,2,-4,3,-5,CC(=O)Nc1cccc2c1C(=O)N(c1ccc(OC(C)=O)cc1)C2=O
12,5,1,i,1,-2,5,27,25,-6,Cc1csc(NC(=O)CSc2nnc(-c3ccccc3)o2)n1
3,-4,-9,i,3,0,-2,-4,-7,-2,CNC[C@H](CC1CCCCC1)NC[C@H](NCCC1CCCC1)[C@H](C)O
27,-1,-3,i,-1,-3,9,-7,-5,4,Cc1nnc(-c2cccc(Br)c2)c2cn(-c3ccccc3)nc12
29,0,4,i,1,-4,5,12,-7,-12,CCOc1ccc2nc(/N=C/c3nc(-c4ccc(Br)cc4)oc3O)sc2c1
35,-1,-2,i,-1,3,4,1,19,0,CS(=O)(=O)N1N=C(c2cccs2)CC1c1ccc(Cl)o1 (centres undefined)
6,-4,1,i,0,2,8,-4,8,1,Cc1c(NC(=O)CSc2nnc(C(C)Oc3ccc(Cl)cc3)n2-c2ccccc2)c(=O)n(-c2ccccc2)n1C (centres undefined)
14,1,0,i,8,-7,5,12,23,3,C/C(=N\Nc1ccc([N+](=O)[O-])cc1)c1cc2ccccc2o1
7,1,1,i,-2,14,5,-5,-15,-1,O=C(NC(NNc1ccc([N+](=O)[O-])cc1)(C(F)(F)F)C(F)(F)F)c1ccc(Cl)cc1
27,1,3,i,-2,8,-4,-3,28,7,CCCc1n[nH]c2c1/C(=N\OCC)CC(C)(C)C2
-2,4,1,i,2,0,46,-8,-7,1,CC/C=C\[C@H](O)[C@H](O)C1=C(C)C(=O)[C@]2(O1)C(=O)N[C@@](OC)(C(=O)c1ccccc1)C2O (some centres undefined)
-3,-1,2,i,x,x,5,-2,-4,-21,CCOC(=O)c1sc2nc(CC(=O)OC)nc(NCCN3CCOCC3)c2c1C
24,-1,3,i,0,2,-4,5,-3,5,CCN=C1SC(CC(=O)Nc2ccc(N3CCOCC3)cc2)C(=O)N1CC (centres undefined)
x,-3,x,i,1,1,10,3,20,-4,FC(F)(F)c1nnc2ccc(NCn3nnc4ccccc43)nn12
14,1,2,i,0,-2,2,-4,4,1,O=C(Cn1c(=O)c2c(ncn2Cc2ccccc2)n(Cc2ccccc2)c1=O)N1CCCC1
-7,-2,-1,i,-2,-11,7,-7,-11,-1,CCSc1nnc(COc2ccccc2)n1CC
25,0,4,i,4,7,-1,-5,-6,0,O=C(CCNC(=O)c1ccccc1Cl)Nc1nccs1
16,0,3,i,0,-6,8,2,2,4,COCCN(C(=O)CSc1nnc(Nc2ccccc2F)s1)c1c(N)n(Cc2ccccc2)c(=O)[nH]c1=O
9,-8,1,i,0,2,1,-5,-3,-6,CCOc1ccc(CCNC(=O)c2ccc3nc(CC)c(CC)nc3c2)cc1
0,5,4,i,-1,2,x,-2,-10,-2,CC(=O)NCCNC(=O)c1oc2ccccc2c1CSc1ncn[nH]1
17,x,-1,i,-1,-5,-3,0,-4,0,O=S(=O)([O-])C(c1ccccc1)[n+]1ccccc1 (centres undefined)
15,-4,0,i,-3,4,0,4,1,-2,Cc1cccc(/C=C/c2onc(C)c2S(=O)(=O)N2CCC(C(=O)NC(C)C)CC2)c1
23,-5,-2,i,x,-8,2,-7,-12,0,C/C(=N\NC(=O)c1ccn(C)n1)c1ccc(NC(=O)C2CCC2)cc1
21,0,-22,i,4,4,12,-3,1,-3,COCCNc1nc(-c2ccccc2)nc2ccccc12
18,5,0,x,-3,8,8,2,-8,6,CC(=O)c1ccc(NC(=O)N2CCN(c3ccc(C)cc3)C(C)C2)cc1 (centres undefined)
17,-4,-2,i,x,x,0,6,0,2,CSc1nc(SCCO)c2sc3nc(-c4ccco4)c4c(c3c2n1)CC(C)(C)OC4
8,-2,0,i,1,2,8,17,20,2,COC(=O)CNc1ccc2c(c1)OCO2
33,1,6,i,-3,5,3,-4,9,-4,CCCc1c(C(=O)O)cnn1-c1ccc(Cl)cc1
13,1,2,i,0,-2,0,-10,-31,8,Cc1nc(N2CCN(c3ccccc3)CC2)[nH]c(=O)c1Cc1ccccc1
9,-1,0,i,-2,3,-1,-2,1,-20,CN1CCN(Cc2c(C(=O)N3CCc4ccccc4C3)nc3ccc(Cl)cn23)CC1
26,4,0,i,-1,2,1,4,12,-7,CC1=C(C(=O)Nc2ccccc2)C2(CCCCC2)C(C#N)=C(SCC(N)=O)N1
13,3,-3,i,-2,-7,0,1,11,-4,NNC(=O)C(Cc1ccc(O)cc1)N1Cc2ccccc2C1=O (centres undefined)
20,1,-2,i,1,5,-5,-5,1,0,COc1ccc(NC(=O)CC2SC(N)=NC2=O)c([N+](=O)[O-])c1 (centres undefined)
12,3,-5,i,-1,6,x,21,38,-8,COc1ccc(Cc2nc3ccc(C(=O)NC(C)C)cc3o2)cc1
22,-3,1,i,-1,11,-1,0,-13,4,CCOCCCN1C(=O)C(O)=C(C(C)=O)C1c1cccs1 (centres undefined)
21,1,0,i,0,2,-8,3,5,-8,COc1ccc(-n2c(Cc3cccn3C)nnc2SCC(=O)NCc2ccccc2Cl)cc1
3,0,3,i,-1,5,-2,-4,2,-1,O=C(c1cnn(-c2ccccc2)c1-n1cccc1)N1CCN(C2CCCCC2)CC1
47,-1,4,i,-4,-8,-4,4,-7,10,O=C(CCCn1c(SCC(=O)NC2CCCCC2)nc2ccccc2c1=O)NCC1CCCO1 (centres undefined)
13,0,2,i,-2,2,-4,2,0,3,O=S(=O)(Nc1ccc(F)cc1)c1cccc2nsnc12
42,1,1,i,-1,11,14,-6,-9,-4,Oc1ccc2ccc3cccc[n+]3c2c1
30,10,3,i,-2,0,3,-2,1,2,COc1cccc(C(=O)N2CCN(S(C)(=O)=O)CC2)c1
9,-4,-2,i,-2,10,3,-14,-33,-10,O=C(O)c1ccc(Nc2ccc(F)c(F)c2)c([N+](=O)[O-])c1
1,-4,-4,i,1,3,1,-2,5,0,Cc1cc(OCC(=O)Nc2ccc(S(=O)(=O)N3CCN(C)CC3)cc2)ccc1Cl
20,1,-2,i,-2,-2,0,-6,6,-4,O=C(Nc1ccccc1)c1ccc(CN2CCc3ccccc3C2)cc1
9,-2,1,i,0,-3,2,-4,19,5,COc1ccccc1C(=O)Oc1ccc(N2C(=O)CCC2=O)cc1
3,0,2,i,-4,2,1,-1,13,3,O=C(Cn1ccc2ccccc21)Nc1ccc2c(c1)OCO2
25,-4,1,i,-2,2,-1,2,-6,-5,CCc1nnc(NC(=O)CS(=O)(=O)Cc2ccccc2)s1
28,3,2,i,x,x,-2,-9,6,-6,Cc1c(NC(=O)C(C)OC(=O)c2c3c(nc4ccccc24)CCC3)c(=O)n(-c2ccccc2)n1C (centres undefined)
18,3,1,i,-2,-5,-1,10,-4,6,Cc1cc(C(=O)CSc2nnc(N)s2)c(C)n1-c1c(C)n(C)n(-c2ccccc2)c1=O
35,5,0,i,-1,-2,2,2,2,3,CC(=O)N1CCc2c(sc3c2c(=O)n(Cc2ccccc2)c(=O)n3CC(=O)NCC2CCCO2)C1 (centres undefined)
11,0,-1,i,-2,0,-4,-4,6,1,Clc1ccccc1-c1nnc(CNC2CC2)o1
20,5,-3,i,-3,-3,-4,0,14,2,C=CCC(c1ccccc1)N(C(C)=O)c1ccco1 (centres undefined)
12,-3,-8,i,1,-6,13,-3,-17,-29,CCC(=O)n1nc(-c2ccccc2)nc1N
19,6,-3,i,-2,x,-4,u,-60,6,N#Cc1cccc(C#N)c1Oc1ccc(S(=O)(=O)Nc2ccc(Cl)cc2)cc1
-30,0,1,i,-2,-5,0,5,11,19,Nc1ccccc1C#Cc1ccccc1
4,4,2,i,-4,-4,4,2,-4,0,C[C@]12CCC(=O)CC1=CCC1C3CC=C(C#N)[C@@]3(C)CC[C@@]12O (some centres undefined)
13,2,2,i,2,-4,1,-1,7,x,O=C(CN1C(=O)NC2(CCSC2)C1=O)N1CCN(c2ccc(F)cc2)CC1 (centres undefined)
12,-4,-2,i,-2,-6,-2,-1,11,3,CC(=O)N1CCc2cc(S(=O)(=O)Nc3ccc(C)cc3C)ccc21

# Further compounds
AI-2 QS modul,HSP90 refold inh,GSK3B inh,PolyA inh,GSK3 alpha inh,HDAC3 inhib,Dyrk1A ADPGlo,HSF1 inhib,HSF1 activator,Platelet DG rel,structure
x,-2,x,x,0,2,1,x,x,x,CCOC(=O)c1sc2nc3c(cc2c1N)COC(C)(C)C3
14,0,0,i,-2,2,3,-15,-20,-2,CCOc1ccc(NC(=S)N2CCC(NC(=O)C3CCCCC3)CC2)cc1
8,1,1,i,-3,-4,-1,0,3,-2,C=CCNc1nc(N2CCOCC2)nc(N2CCOCC2)n1
6,-4,0,i,-6,5,2,16,47,-1,COc1ccccc1OCc1csc(NC(=O)c2ccco2)n1
10,x,1,i,1,2,6,-3,10,-3,CCN(c1ccccc1)S(=O)(=O)c1cccc(C(=O)NCc2ccncc2)c1
17,12,1,i,0,7,-2,-3,-20,18,COc1ccc(OC)c(C2C(C(C)=O)=C(O)C(=O)N2CCc2ccc(OC)c(OC)c2)c1 (centres undefined)
13,-3,-13,i,-1,2,-2,6,13,-5,CC(=O)Nc1ccc(S(=O)(=O)N2CCN=C2SCc2ccc(F)cc2)cc1
6,2,0,i,1,-5,13,-2,-8,-5,COc1ccc(NC(=O)N(CCO)Cc2cc3c(C)cc(C)cc3[nH]c2=O)cc1
13,1,-2,i,5,-11,3,1,-7,-20,CCN(CC)C(=O)CSc1nc2cc3c(cc2c(=O)n1Cc1ccc(OC)cc1)OCO3
1,1,-1,i,-1,-8,7,-8,15,-2,Cc1ccc(NC(=O)CN2CCN(c3ccccn3)CC2)cc1S(=O)(=O)N(C)C
1,3,0,i,-5,-1,-6,1,-2,0,Cc1ccc(S(=O)(=O)Nn2c(C)nnc2-n2nc(C)cc2C)cc1
13,0,-6,i,-4,-11,3,1,6,-7,Cc1ccc(C)c(Cc2c(C)nc3c(C(=O)N4CCOCC4)cnn3c2C)c1

# 2 of the compounds above, with two lines to a compound.
# Each structure is followed by: AI-2 QS modul | HSP90 refold inh | GSK3B inh | PolyA inh | GSK3 alpha inh | HDAC3 inhib | Dyrk1A ADPGlo | HSF1 inhib | HSF1 activator | Platelet DG rel
COc1ccc(OC)c(C2C(C(C)=O)=C(O)C(=O)N2CCc2ccc(OC)c(OC)c2)c1 (centres undefined)
    17 | 12 | 1 | i | 0 | 7 | -2 | -3 | -20 | 18
CC(=O)Nc1ccc(S(=O)(=O)N2CCN=C2SCc2ccc(F)cc2)cc1
    13 | -3 | -13 | i | -1 | 2 | -2 | 6 | 13 | -5
